Screening data from PubChem BioAssay.
OXTR potentiate: potentiators of human oxytocin receptor; P30559; CHO-OTR cells, Fluo-8 calcium fluorescence, potentiator mode; 0% = oxytocin EC15, 100% = EC100; activation, % at 3 µM; 0.061% of 320,000 active; AID 2445;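 active = activation above that plate's cutoff, the mean activation of tested compounds plus 3 SD, cut at about 6.6% in these data, passing the limit was not always enough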;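 also: 100% uses oxytocin at 75 nM as the full agonist control; some results filed as inactive read as strong as hits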
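Material: human OTR in CHO cells. Compound: 3.0 µM, one dose. Timing: compound 6 min at room temperature before oxytocin, 100 s read. Evaluation: % activation of max/min ratio relative to oxytocin controls. Replication: single well per compound, singlicate. Signal: Fluo-8 calcium dye fluorescence.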
TAAR1 ag: agonists of human TAAR1; CHO RD-HGA16 TAAR1, Fluo-8 calcium fluorescence; vehicle wells 0%, saturating PEA agonist 100%; 0.99% of 360,000 active; AID 624467; activation, % at 3 µM;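 active = activation above the mean activation of all test compounds in the run plus 3 SD, cut at about 38% in these data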
Target sequence (Q96RJ0 whole entry, looked up): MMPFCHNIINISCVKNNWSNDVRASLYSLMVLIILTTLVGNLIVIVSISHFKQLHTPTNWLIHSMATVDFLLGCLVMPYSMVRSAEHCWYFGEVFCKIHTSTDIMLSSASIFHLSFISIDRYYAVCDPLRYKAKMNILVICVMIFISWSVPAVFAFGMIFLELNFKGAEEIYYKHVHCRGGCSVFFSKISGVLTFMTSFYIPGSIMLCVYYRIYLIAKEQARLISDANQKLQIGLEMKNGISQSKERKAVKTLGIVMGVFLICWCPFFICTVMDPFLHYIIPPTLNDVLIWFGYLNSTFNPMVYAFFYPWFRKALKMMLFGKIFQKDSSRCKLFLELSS
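Signal – calcium-sensitive Fluo-8 signal, excitation 470-495, emission 515-575 nm · System – RD-HGA16 (CHO) cells co-expressing Gα16 and hTAAR1 · Incubation – 17-24 h seeding, 75 min 37 °C dye, 30 min RT · Compound dosing – 3 µM single concentration · Repeats – no replicates (n 1)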
M1 antag: human CHRM1 antagonism | P11229 | CHO-K1 hM1, Fluo-8 calcium fluorescence, ACh EC80 antagonist | inhibition, % at 3 µM | 1.3% of 360,000 active | AID 588852;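 active = percent inhibition above its own plate's cutoff, namely the mean of that plate's compound wells plus 3 SD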;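 also: peak over basal fluorescence ratio during 140 s after agonist addition; 0% = ACh EC80 plus DMSO and 100% = DMSO alone without agonist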
CHO parental Ca: counter-screen for OX1R antagonists: effect in parental CHO cells; inhibition, % at 5.6 µM; parental CHO-K1, ATP-induced calcium, Fluo-8 fluorescence; 0.63% of 330,000 active;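 active = inhibition above that plate's mean sample inhibition plus 3 SD, cut at about 26% in these data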;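 also: 0% = ATP-challenged DMSO wells and 100% = DMSO wells without ATP; some compounds past the cut are filed as inactive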
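Test system: untransfected parental CHO cell line; also added: ATP stimulus; dosing: 5.6 µM, single dose; signal: calcium-sensitive Fluo-8 fluorescence; measure: percent inhibition of ATP-evoked calcium rise, normalized to controls; benchmarks: low control ATP plus DMSO, high control DMSO only; replication: one well per compound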
CHRM1 agonist: human M1 muscarinic receptor agonism | P11229 | activation, % at 3 µM | 0.33% of 360,000 active | CHO-K1 hM1, Fluo-8 calcium fluorescence, agonist mode; 0% DMSO, 100% acetylcholine EC100;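 active = activation above the run's mean compound activation plus 3 SD, cut at about 16% in these data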;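 also: peak over basal fluorescence ratio within a 140 s kinetic read after compound addition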
V1R ag counter: activates human V1a receptor in oxytocin agonist counter-screen. 0.25% of 320,000 active. activation, % at 3 µM. CHO-V1R cells, Fluo-8 calcium fluorescence, agonist mode; 0% DMSO, 100% 3 nM vasopressin. AID 2797;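 active = activation above the mean activation of all tested compounds plus 3 SD, per screening run, cut at about 20% in these data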;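 also: signal is peak over basal fluorescence ratio across a 100 second FLIPR read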
Target sequence (P37288 whole entry, looked up): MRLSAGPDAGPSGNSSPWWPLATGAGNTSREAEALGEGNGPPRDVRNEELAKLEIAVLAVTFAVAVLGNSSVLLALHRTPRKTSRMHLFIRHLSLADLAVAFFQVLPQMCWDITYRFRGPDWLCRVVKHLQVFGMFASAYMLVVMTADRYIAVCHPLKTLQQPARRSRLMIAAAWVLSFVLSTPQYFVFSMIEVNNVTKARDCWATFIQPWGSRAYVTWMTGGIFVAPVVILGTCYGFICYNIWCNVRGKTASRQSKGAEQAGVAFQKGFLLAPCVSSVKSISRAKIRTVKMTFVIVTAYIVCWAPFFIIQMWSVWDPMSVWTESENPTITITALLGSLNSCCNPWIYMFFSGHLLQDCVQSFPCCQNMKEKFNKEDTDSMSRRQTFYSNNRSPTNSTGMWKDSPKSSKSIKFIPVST
OXTR ag: human OXTR agonism. P30559. CHO-OTR cells, Fluo-8 calcium fluorescence; normalized: DMSO 0%, oxytocin 100%. activation, % at 3 µM. 0.32% of 320,000 active. AID 2435;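 active = activation above the mean of all tested compounds plus 3 SD, cutoff set per screening run, cut at about 20% in these data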;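 also: peak over basal fluorescence ratio from a 100 s FLIPR kinetic read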
M1 PAM: human CHRM1 positive allosteric modulation; CHO-K1 hM1, Fluo-8 calcium fluorescence, ACh EC20; 0% = ACh EC20, 100% = maximal ACh; activation, % at 3 µM; 0.088% of 360,000 active; AID 588819; in the data active = activation above about 19%, passing the limit was not always enough
TAAR1 antag: human TAAR1 antagonism; inhibition, % at 3 µM; Q96RJ0; 1.5% of 360,000 active; AID 624466; CHO RD-HGA16 TAAR1, Fluo-8 calcium fluorescence, antagonist;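 active = inhibition above a per-plate cutoff, the mean inhibition of test compounds on that plate plus 3 SD, cut at about 49% in these data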;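 also: 0% = DMSO plus EC80 beta-PEA response and 100% = DMSO alone without agonist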
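Material: CHO RD-HGA16 cells bearing hTAAR1; compound dosing: one-point dosing, 3 µM nominal final; schedule: dye loading 75 min at 37 °C, then 30 min room temperature; measured by: calcium fluorescence with Fluo-8; control set: vehicle and agonist controls; replication: n of 1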
* = called active by the depositor; nt = not tested or not shown.

SMILES	OXTR potentiate	TAAR1 ag	M1 antag	CHO parental Ca	CHRM1 agonist	V1R ag counter	OXTR ag	M1 PAM	TAAR1 antag
O=C(c1ccccc1Sc1cccc2ccccc12)N1CCOCC1	-4	3	-23	-8	-1	-0.7	-0.6	3	5
O=C(O)CCC(=O)Nc1cccc(C(=O)Nc2ccc(Br)cc2)c1	1	4	0	-16	-3	0.3	0.8	6	13
COc1ccc(CCn2c(C)ccc2C)cc1OC	-14	nt	nt	-1	nt	-0.2	-1.2	nt	nt
COc1cccc(CCNS(=O)(=O)CCNC(=O)c2cccc(OC)c2)c1	-1	19	0	-22	-7	-1.4	-1.5	0	-8
CCOc1cccc(/C=C/c2cc(C(=O)O)c3ccccc3n2)c1OC	-10	nt	-11	2	-3	-1.3	-1.1	10	nt
Cc1ccc(Nc2c3c(nc4ncnn24)CCC3)cc1	9	-3	-5	-16	-10	-1.8	-1.1	-1	1
COc1cc2cc(CN(Cc3cccs3)C(=S)Nc3ccc(C)cc3)c(=O)[nH]c2cc1OC	-14	-1	4	-27	-8	-0.1	-1.4	0	30
CC(=O)N1CCN(c2ccc(NC(=O)c3cccc(OCc4ccccc4)c3)cc2)CC1	-17	15	-25	-13	-2	0.7	0.3	-1	22
Cc1cc(NS(=O)(=O)c2ccc(NC(=O)Cc3ccc(Cl)c(Cl)c3)cc2)no1	nt	0	-10	nt	-8	nt	nt	9	-15
CC1CCCC(C)N1C(=O)COC(=O)CSc1ccc([N+](=O)[O-])cc1 (stereo not drawn)	nt	1	5	nt	-4	nt	nt	-1	-8
O=C(Nc1ccc(S(=O)(=O)Nc2ncccn2)cc1)C1COc2ccccc2O1 (stereo not drawn)	-5	5	5	-4	-6	1.4	-0.1	-3	10
Cc1ccc2[nH]c3nc(SCCN4CCOCC4)nnc3c2c1	-3	2	0	9	-5	2.9	1.0	3	17
CCOCC(=O)N1CCN(c2ccccc2OC)CC1	-1	11	-1	-9	-6	1.0	0.5	-5	6
Cc1ccc2[nH]cc(S(=O)(=O)c3ccc(C(C)C)cc3)c(=O)c2c1	2	6	-9	-14	0	1.0	0.9	9	-19
Oc1ccc(-c2nc3ccccn3c2NCc2ccc3c(c2)OCO3)cc1	-14	17	-24	-4	-5	3.6	2.0	-4	55*
CN1CCN(C(=O)c2ccc3c(=O)n(CCc4ccccc4)c(=S)[nH]c3c2)CC1	-3	6	-13	-6	-3	0.9	1.0	7	-1
CCn1c(COc2ccccc2C)nnc1SCC(=O)N1CCC(C)CC1	-5	9	-13	-19	-6	2.8	2.5	10	-1
O=C(COC(=O)c1cccc(Br)c1)NCCNC(=O)COC(=O)c1cccc(Br)c1	-10	0	-4	-1	-2	-0.2	0.6	6	-8
Cc1noc(C)c1C(=O)NCc1cccs1	1	nt	-1	3	-5	-0.3	-0.1	8	nt
C[C@H](CO)NC(=O)[C@@H]1C[C@H]1[C@@H](NP(=O)(c1ccccc1)c1ccccc1)c1ccccc1	-4	17	-8	-12	-4	0.7	-0.1	8	-9
O=c1cc(CSc2nc(NCc3ccccc3)c3ccccc3n2)nc2ccc(Cl)cn12	-8	5	-1	-18	-10	-1.0	-2.0	-6	-12
CS(=O)(=O)NCc1nnc(SCc2c(F)cccc2Cl)o1	-13	0	-6	-4	0	-0.1	1.0	6	1
COc1cccc(C2/C(=C(\O)c3ccc4c(c3)OCCO4)C(=O)C(=O)N2CC2CCCO2)c1 (stereo not drawn)	nt	2	-6	nt	-3	nt	nt	8	-18
CC(CS(=O)(=O)c1ccc2c(c1)NC(=O)CS2)C(=O)N1CCN(c2cccc(Cl)c2)CC1 (stereo not drawn)	-12	7	-7	-19	3	6.8	4.8	13	25
CSc1cnc2c(=O)n(C)c(=O)[nH]c2n1	-3	1	-12	2	1	0.8	-1.1	4	-16
O=C(Nc1ccccc1C(=O)NCC1CCCO1)c1ccccc1 (stereo not drawn)	-6	6	4	-1	-2	0.7	0.1	2	1
O=C(COc1ccccc1)Nc1ccccc1N1CCN(c2ccc(F)cc2)CC1	-4	16	1	-3	-3	-1.3	0.1	6	21
Cc1ccc(NC(=O)CN2C(=O)NC3(CCc4ccccc43)C2=O)cc1S(=O)(=O)N1CCCCC1 (stereo not drawn)	-8	3	-13	7	-2	0.7	0.7	8	-30
COc1ccc(OCC(O)CN2CCN(CC(O)COc3ccc(OC)cc3)CC2)cc1 (stereo not drawn)	nt	2	-17	nt	-7	nt	nt	8	4
CC1=C(C(=O)Nc2ccc(Cl)cc2)C2(CCCCC2)C(C(N)=O)C(=S)N1 (stereo not drawn)	-7	4	nt	-10	nt	0.5	0.9	nt	12
CCOC(=O)c1ccccc1NC(=O)C(C)Oc1ccccc1 (stereo not drawn)	-9	19	-21	-19	-5	-1.6	-1.6	1	-3
CCCCC(=O)NC(=S)Nc1cccc(NC(=O)c2ccco2)c1	1	-1	-4	-28	-8	-0.8	-2.2	6	-4
C=CCn1c(SCC(=O)Nc2ccc(F)cc2F)nc2c([nH]c3ccccc32)c1=O	-10	2	-12	-9	-4	0.7	-0.4	9	-8
O=C(CN1CCN(c2ncccn2)CC1)Nc1ccccc1-n1cccc1	-8	7	-5	-28	3	5.2	6.5	-4	0
COc1ccc(C(=S)N2CCOCC2)cc1OS(=O)(=O)c1ccccc1[N+](=O)[O-]	-3	5	2	-1	-5	2.0	0.9	9	7
Cc1noc(C)c1C(=O)OCC(=O)NCCc1ccccc1	-6	13	-11	-2	-2	0.1	0.1	9	-22
COc1ccc(-c2csc(NC(=O)C3=COCCO3)n2)c(OC)c1	-1	-1	-9	-13	-4	-1.4	-2.1	0	-19
CS(=O)(=O)N(Cc1ccccc1)c1ccc(C(=O)NCc2cccnc2)cc1	-17	6	-4	-7	-2	1.2	0.7	9	7
CN(c1c(C#N)c(C(F)(F)F)nn1C)N(S(C)(=O)=O)S(C)(=O)=O	-17	10	15	-3	-1	0.8	-0.6	-4	7
CCOc1ccc(NC(=O)C(C)Oc2ccccc2C(=O)Nc2ccc(C)c(Cl)c2)cc1 (stereo not drawn)	-2	3	-15	-6	1	1.1	2.0	15	-3
Cc1c(C(=O)N2CC(C(=O)N3CCCCC3)Oc3ccccc32)oc2ccccc12 (stereo not drawn)	nt	0	-17	nt	-2	nt	nt	12	-9
CCCNC(=O)CCc1c(C)nc2c(c(C)nn2-c2ccc(C)cc2)c1C	-13	1	-9	-9	-4	1.3	-0.9	8	-7
CCc1ccccc1N1C(=O)C2C3CC(=O)C(c4ccccc43)C2C1=O (stereo not drawn)	-8	2	-7	30*	-6	1.2	-0.5	11	-2
CCOC(=O)c1c(NC(=O)COc2ncnc3sccc23)sc2c1CCC2	-4	2	3	-7	-6	0.6	-0.5	1	-14
CS(=O)(=O)N1CCN(C(=O)c2cc(-c3cccs3)nc3ccccc23)CC1	-9	19	1	-10	8	3.7	2.4	0	29
Cc1ccc(-n2ccnc2SCC(=O)O)c(C)c1	1	9	-8	-1	-2	2.5	0.5	5	1
CC(OC(=O)c1ccc(S(=O)(=O)N2CCOCC2)cc1)c1ccccc1 (stereo not drawn)	-4	1	7	-5	-3	-1.1	-1.5	-2	20
O=C(Nc1cc(SCCO)cc([N+](=O)[O-])c1)c1ccco1	4	0	-7	13	-4	0.3	0.7	3	16
CCOc1ccc(NC(=O)CS(=O)CC(=O)Nc2cccnc2)cc1 (stereo not drawn)	5	2	-7	0	-2	1.0	1.1	3	-17
COc1ccc(C(=O)n2cnc3ccccc32)cc1Br	1	0	11	-4	-2	1.3	0.7	-4	-16
CC(=O)c1ccc(NC(=O)C2CCCN2S(=O)(=O)c2cccc3cccnc23)cc1 (stereo not drawn)	2	7	4	-6	-1	1.4	1.0	13	12
O=C(c1ccco1)N1CCN(S(=O)(=O)c2cccc([N+](=O)[O-])c2)CC1	-16	14	-3	-12	-13	-1.1	-1.2	11	10
CCN(CC)CCCNC(=O)c1ccccc1C	2	10	-12	-19	-11	0.8	1.5	1	6
CC(=O)Nc1ccc(SCC(=O)c2cc(C)n(CC(F)(F)F)c2C)cc1	-16	3	-34	-6	-4	0.9	0.1	1	29
Cn1c(=O)c2c(-c3ccccc3)n(-c3ccccc3)cc2n(C)c1=O	nt	7	10	nt	-5	nt	nt	-10	23
Cn1cc(SCC(=O)Nc2ccc3c(c2)OCCO3)c2ccccc21	-2	0	2	-5	-3	1.3	-0.7	-3	-3
CC(C)(C)c1ccc(NC(=O)NCc2ccco2)cc1	-11	0	-4	2	-3	0.9	0.6	2	-2
Cc1cccc(C(=O)NCCNC(=O)c2cccnc2)c1	-6	2	-5	-11	-2	0.4	0.8	7	-15
O=C(COC(=O)CCc1c[nH]c2ccccc12)Nc1ccc([N+](=O)[O-])cc1	-8	8	5	-3	-3	5.9	6.8	-10	18
Cc1ccc(S(=O)(=O)c2c(N)n(CCC(C)C)c3nc4ccccc4nc23)cc1	-14	11	-5	-12	-2	1.5	-0.6	7	-4
Continued.
SMILES	OXTR potentiate	TAAR1 ag	M1 antag	CHO parental Ca	CHRM1 agonist	V1R ag counter	OXTR ag	M1 PAM	TAAR1 antag
Oc1ccc(N2CCN(Cc3nc4ccccc4[nH]3)CC2)cc1	2	3	-1	-4	-2	-0.1	0.6	-1	-8
CCCCOc1ccc(N(CC(=O)NC2CCCCC2)C(=O)c2snc(C(N)=O)c2N)cc1	-2	0	-10	0	-6	0.3	-0.1	10	-8
Nc1c(NCc2ccccc2F)c(=O)[nH]c(=O)n1Cc1ccccc1	-4	17	-10	-11	1	2.6	0.3	4	-6
CCN(c1ccccc1)S(=O)(=O)c1csc(C(N)=O)c1	-8	0	-8	12	1	1.0	0.4	7	-6
CC(CNC(=O)c1cc(COc2c(F)cccc2F)on1)Oc1cccnc1 (stereo not drawn)	-22	3	-5	-13	-1	5.3	5.2	0	-1

Not a hit list. About 3.7% of those tested had a hit in this group.
